Glioma ERSR ind: induces the endoplasmic reticulum stress response in human glioma cells. U87-MG GRP78 promoter luciferase reporter, 16 h. Potency, µM, inactives show at the top dose activation, actives largely listed as activators. actives 0.02% (n = 420,000). AID 602332; active = well fitted activation curve with a large enough effect; inconclusive = small, poorly fitted or top-dose-only effect; inactive = no such curve, though single readings can be large or run the other way; also: series mostly up to about 76 µM; % of control where 0% means no effect; nearly all actives have a fitted effect of over 35% in size
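ERSR induction read as luciferase luminescence (Bright-Glo, 10 min at room temperature) in stably transfected human U87-MG glioma cells exposed to compounds for 16 h, using GRP78 as sensor.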
* marks the source's active call; other numbers are inactive results; ? = inconclusive; & = joins results of further samples. Potency is read from the fitted curve at half-maximal effect. Only part of the results is shown. The share of hits here may be higher or lower than overall.

SMILES	Glioma ERSR ind
c1ccc(Nc2nc(-c3ccoc3)nc3ccccc23)cc1	3%
O=C(c1ccncc1)N1CCC2(CCN(Cc3cc(C(F)(F)F)cc(C(F)(F)F)c3)CC2)CC1	-3%
Cc1cnc(SCc2ccccn2)nc1C1CCCN(C(=O)c2ccc3c(c2)OCO3)C1 (configuration not stated)	1%
CON	-4%
Cc1ccccc1-c1ccc2ncnc(NCc3cccs3)c2c1	-2%
O=C(O)c1cc(N(Cc2ccccc2O)Cc2cc(O)ccc2O)ccc1O	-3%&-6%&-3%
O=C1CC[C@@H](CN(Cc2cccnc2)C2CCN(c3ccc(NC(=O)c4cnccn4)cc3)CC2)N1	1%
O=C1[C@H]2[C@H]3[C@H](O)[C@H](O)C/C(=N/OCc4ccccc4)[C@H]3CC[C@@H]2C(=O)N1Cc1ccc2c(c1)OCO2	-3%
CCNc1ncc2nc(-c3ccc(F)cc3)c(=O)n(-c3ccccc3)c2n1	1%
COC(=O)CCC(C)C1CCC2C3C(C[C@H](O)C12C)C1(C)CC[C@@H](O)CC1C[C@H]3O (some centres not stated)	0%
CCNc1ncc2nc(-c3ccccc3)c(=O)n(Cc3cccc(OC)c3)c2n1	-6%
Cc1cnc(CNc2ncnc3ccc(-c4ccccc4Cl)cc23)cn1	-3%
COc1ccc2c(c1)CCC1C2CC[C@@]2(C)C(O)CCC12 (some centres not stated)	2%
CS(=O)(=O)Nc1cc2occ(NC=O)c(=O)c2cc1Oc1ccccc1	-5%
COc1ccc(NC(=O)N2CC3(CCN(C(=O)c4ccco4)CC3)C2)cc1	-3%
CCOC(=O)C(CCc1ccccc1)NC(C)C(=O)N1Cc2cc(OC)c(OC)cc2CC1C(=O)O (configuration not stated)	-4%
Cc1ccccc1-c1nccc(NCCN2CCOCC2)n1	-1%
CO/N=C(\C(=O)N[C@@H]1C(=O)N2C(C(=O)OCOC(=O)C(C)(C)C)=C(C)CS[C@H]12)c1csc(N)n1	0%
OC(c1ccc2c(c1)CN(Cc1cccn1-c1cccnc1)CCO2)C1CCCCC1 (configuration not stated)	8%
CC(=O)NCCNc1nc(-c2ccc(C(=O)N(C)C)cc2)nc2ccccc12	-3%
COc1ccc(-c2nc3cnc(N4CCN(C)CC4)nc3n(Cc3ccc(F)cc3)c2=O)cc1	0%
CC[C@@H]1CN2CCc3cc(OC)c(OC)cc3[C@@H]2C[C@@H]1C[C@H]1NCCc2cc(OC)c(OC)cc21	-5%
C#CCCCCCCCCCCCCCCCC(=O)O	-2%&-4%
C[C@@H](C(=O)O)c1ccc(-c2ccccc2)c(F)c1	4%&-2%
O=c1cc(-c2cccc(O)c2)oc2ccc(O)cc12	-3%
SMILES	Glioma ERSR ind
OCCCNCc1cc2ccc(F)cc2nc1N1CCN(c2cccc(Cl)c2)CC1	-3%
COc1cc2c(cc1OC)C(c1ccc(N)cc1)=NNC(=O)C2	-1%&-2%
COc1ccccc1C(=O)N[C@@H]1c2ccccc2C2(CCN(Cc3ccc(C)o3)CC2)[C@H]1O	-4%
CNC[C@@H]1CC[C@@H](N)[C@@H](O[C@H]2[C@H](O)[C@@H](O[C@H]3OC[C@](C)(O)[C@H](NC)[C@H]3O)[C@H](N)C[C@@H]2N)O1	-4%
CCCCCCCC/C=C\C/C=C\C/C=C\CCCC(=O)NCCO	-1%
O=C(O)c1ccc(O)cc1	-8%
CC#C[C@]1(O)CC[C@H]2[C@@H]3CCC4=CC(=O)CCC4=C3[C@H](c3ccc(N(C)C)cc3)C[C@@]21C	-1%
CN1CCN(c2ncc3nc(-c4cccs4)c(=O)n(Cc4ccc(F)cc4)c3n2)CC1	-2%
CC(C)CN1CC2(CCN(C(=O)c3cccc(F)c3)CC2)C1	-3%
OCc1ccc(-c2ccc(-c3ccc(CO)s3)o2)s1	9%
O=C(Nc1cccc(F)c1)N1CCC2(CC1)CCN(C(=O)c1cccc(F)c1)CC2	-3%
OC1(c2ccc3c(c2)CN(Cc2ccco2)CCO3)CCN(c2ccccc2F)CC1	1%
NC[C@@H]1O[C@H](O[C@@H]2[C@H](O[C@@H]3O[C@H](CO)[C@@H](COC[C@H]4O[C@@H](CN)[C@@H](O)[C@@H](O)[C@@H]4N)[C@@H]3O)[C@@H](O)[C@@H](N)C[C@H]2N)[C@@H](N)[C@H](O)[C@@H]1O	-6%
CCCCCCCCCCCCCCCCOCC(CO)OC(C)=O (configuration not stated)	?
CC(C)[C@H](CO)Nc1nc(Nc2ccc(C(=O)O)c(Cl)c2)c2ncn(C(C)C)c2n1	0%
CCCS(=O)(=O)NCc1c(C)ncc2c1CCN(C(=O)c1cccc(-c3ccccc3F)c1)C2	-2%
COc1ncc2ncc(=O)n(Cc3cccs3)c2n1	-1%
O=C(O)C1CCN(c2ncnc3ccc(-c4ccccc4C(F)(F)F)cc23)CC1	-3%
Cc1cc(C)c(C(=O)NCc2nc(-c3cccc(NC(=O)C4CCCN(C)C4)c3)oc2C)[nH]1 (configuration not stated)	0%
N#CCCn1c(=O)c(-c2ccccc2)nc2cnc(N3CCOCC3)nc21	-1%
CC(C)=CCC/C(C)=C/C=C/C(C)=C/C=C/C(C)=C/C=C/C=C(C)/C=C/C=C(C)/C=C/C=C(\C)CCC=C(C)C	0%
COc1ccccc1CNc1nc(-c2c(C)noc2C)nc2ccccc12	-5%
COc1cc(OC)c(OC)cc1CN1CCOc2ccc(CN3C[C@@H](C)O[C@@H](C)C3)cc2C1	-5%
O=c1[nH]c(=O)n(C2CC(O)C(CO)O2)cc1C(F)(F)F (configuration not stated)	-5%
COc1ccc2[nH]cc(CCNc3ncncc3-c3cccnc3)c2c1	-1%

Some of these compounds in order of their number in Glioma ERSR ind, rising.
SMILES	Glioma ERSR ind
NC[C@@H]1O[C@H](O[C@@H]2[C@H](O[C@@H]3O[C@H](CO)[C@@H](COC[C@H]4O[C@@H](CN)[C@@H](O)[C@@H](O)[C@@H]4N)[C@@H]3O)[C@@H](O)[C@@H](N)C[C@H]2N)[C@@H](N)[C@H](O)[C@@H]1O	-6%
COc1ccccc1CNc1nc(-c2c(C)noc2C)nc2ccccc12	-5%
CC(C)CN1CC2(CCN(C(=O)c3cccc(F)c3)CC2)C1	-3%
CN1CCN(c2ncc3nc(-c4cccs4)c(=O)n(Cc4ccc(F)cc4)c3n2)CC1	-2%
COc1ncc2ncc(=O)n(Cc3cccs3)c2n1	-1%
CC(C)[C@H](CO)Nc1nc(Nc2ccc(C(=O)O)c(Cl)c2)c2ncn(C(C)C)c2n1	0%
OC1(c2ccc3c(c2)CN(Cc2ccco2)CCO3)CCN(c2ccccc2F)CC1	1%

Single entries from above.
Value for `O=c1[nH]c(=O)n(C2CC(O)C(CO)O2)cc1C(F)(F)F` (configuration not stated) in Glioma ERSR ind: -5%
Value for `CCCS(=O)(=O)NCc1c(C)ncc2c1CCN(C(=O)c1cccc(-c3ccccc3F)c1)C2` in Glioma ERSR ind: -2%
Value for `CC#C[C@]1(O)CC[C@H]2[C@@H]3CCC4=CC(=O)CCC4=C3[C@H](c3ccc(N(C)C)cc3)C[C@@]21C` in Glioma ERSR ind: -1%

New compounds follow
SMILES	Glioma ERSR ind
CC(=O)c1ccc(F)c(-c2cc(C)cc3c2OC(CNC(=O)c2cnc4ccccn4c2=O)C3)c1 (configuration not stated)	0%
CCCCC[C@H](O)C=C[C@H]1[C@H](O)CC(=O)[C@H]1CCCCCCC(=O)O	-1%
Cn1cc(O)nc1NC(=O)Nc1cccc(Cl)c1	-2%
CCCCC[C@H](O)/C=C/C=C\C/C=C\C/C=C\CCCC(=O)O	-4%
CN(C)CCc1c[nH]c2ccc(CC3COC(=O)N3)cc12 (configuration not stated)	0%
O=c1c(-c2cccs2)nc2cnc(Nc3ccccc3)nc2n1C[C@H]1CCCO1	-4%
Cc1nc2cnc(N3CCN(C)CC3)nc2n(-c2ccccc2)c1=O	-1%
COc1ccccc1C1CN(Cc2cnn(C)c2)Cc2ccccc2O1 (configuration not stated)	-4%
CC[C@@H](C)[C@@H](O)[C@H](C)C(=O)[C@H](C)/C=C(\C)C[C@H](C)[C@@H]1OC(=O)[C@H]1CC	-1%
NCC(O)CC(=O)O (configuration not stated)	-5%
COc1cc(OC)c2cc(-c3ccncc3)cnc2c1	0%
Cc1ccccc1-c1nc(N(C)Cc2ccco2)c2ccccc2n1	-6%
COc1ccccc1CN1CC2(CCN(S(C)(=O)=O)CC2)C1	-5%
O=C(c1csnn1)N1CCC[C@@]2(CCN(Cc3cc(C(F)(F)F)cc(C(F)(F)F)c3)C2)C1	0%
COc1ccc2cc(C(C)CO)ccc2c1 (configuration not stated)	-1%
Cc1cc(C)cc(C(=O)NCc2nc(-c3cccc(NC(=O)c4ccccn4)c3)oc2C)c1	-2%
Cc1cccc(CNc2ncncc2-c2ccccc2C(F)(F)F)c1	-3%
CC1C(=O)CC2C3(C)CCC2(C(C)C(=O)O)C(=O)C13 (configuration not stated)	-4%
COC1C(O)COC1/C=C/c1ccccc1 (configuration not stated)	-5%
Clc1ccccc1-c1cc(NCCN2CCOCC2)ncn1	-2%
CNc1ccnc(-c2ccccc2C)n1	-3%
COCCNc1nc(-c2ccoc2)nc2ccccc12	3%
NCC1O[C@@H](OC2C(N)C[C@H](N)[C@@H](O[C@H]3OC(CO)C(O)C(N)C3O)C2O)C(O)C(O)C1O (some centres not stated)	-5%
COc1cc(=O)n2c(c1C(=O)NCc1nonc1C)CCN(C(=O)c1cccc(C)c1C)CC2	1%
Cc1cc2c(c(-c3ccc(Cl)cc3)c1)OC(CNC(=O)Cc1c(C)noc1C)C2 (configuration not stated)	-4%

Sorted by molecular weight (smallest number first): part of the list above.
SMILES	Glioma ERSR ind
Cn1cc(O)nc1NC(=O)Nc1cccc(Cl)c1	-2%
Clc1ccccc1-c1cc(NCCN2CCOCC2)ncn1	-2%
CCCCC[C@H](O)C=C[C@H]1[C@H](O)CC(=O)[C@H]1CCCCCCC(=O)O	-1%
O=c1c(-c2cccs2)nc2cnc(Nc3ccccc3)nc2n1C[C@H]1CCCO1	-4%
Cc1cc2c(c(-c3ccc(Cl)cc3)c1)OC(CNC(=O)Cc1c(C)noc1C)C2 (configuration not stated)	-4%

Back to the main list, starting 4 compounds before the break.
SMILES	Glioma ERSR ind
COCCNc1nc(-c2ccoc2)nc2ccccc12	3%
NCC1O[C@@H](OC2C(N)C[C@H](N)[C@@H](O[C@H]3OC(CO)C(O)C(N)C3O)C2O)C(O)C(O)C1O (some centres not stated)	-5%
COc1cc(=O)n2c(c1C(=O)NCc1nonc1C)CCN(C(=O)c1cccc(C)c1C)CC2	1%
Cc1cc2c(c(-c3ccc(Cl)cc3)c1)OC(CNC(=O)Cc1c(C)noc1C)C2 (configuration not stated)	-4%
Cc1cc(C(=O)Nc2ccccc2-c2nc(CNC(=O)c3ccc(F)cc3F)c(C)o2)c(C)o1	1%
COCc1ccc(CN2Cc3cc(Cl)ccc3OC(C)C2)o1 (configuration not stated)	-2%
CCc1noc(C)c1C(=O)N1CCOc2ccc(CN3CCN(c4ccccn4)CC3)cc2C1	-6%
COc1ccc(CNc2ncncc2-c2cccc(NS(C)(=O)=O)c2)c(OC)c1	6%
COc1cc(=O)n2c(c1C(=O)NCc1ccco1)CCN(Cc1c(F)cccc1F)CC2	-3%
COc1ccc(CN2CCOc3ccc(CN4CCC(Oc5cccnc5)CC4)cc3C2)cc1	-3%
N#Cc1cccc(NC(=O)N2CC[C@@]3(CCCNC3)C2)c1	-2%
COc1ncc2nc(-c3ccc(Cl)cc3)c(=O)n(-c3ccccc3)c2n1	-4%
O=C1CCCC=C1[C@@H](O)C1CCCCC1	-6%
CC(C)=CCC/C(C)=C\CC/C(C)=C\CC/C(C)=C\CC1=C(C)C(=O)c2ccccc2C1=O	-4%
CC(=O)OC1CC2C(C)(C)C(O)CCC2(C)C2CC[C@]3(C)C(=CC(=O)OC3c3ccoc3)C12C (some centres not stated)	-4%
Cc1noc(C)c1-c1nccc(N2CCN(C)CC2)n1	1%
COc1cc(OC)c2c(c1Cl)O[C@@]1(C2=O)[C@H](C)CC(=O)C[C@@H]1OC	-4%

Screens deposited in PubChem BioAssay by National Center for Advancing Translational Sciences (NCATS).
